DT40 TDP1 CPT: growth inhibition of DT40 Tdp1-/-;hTDP1 cells with camptothecin (screen for TDP1 inhibitors); chicken DT40 Tdp1-/-;hTDP1 cells + 20 nM CPT, ATP luminescence, 48 h; Potency, µM (series often up to 46.2 µM), for inactives: at the top dose activity change, negative = growth inhibition, most hits filed as inhibitors; 12% of 420,000 active; also: nearly all actives have a fitted effect of over 55% in size
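Chicken DT40 Tdp1-/- cells complemented with human TDP1, 400 cells/well, exposed to compounds plus 20 nM camptothecin for at least 48 h at 37 C; viability read as ATP content by CellTiter-Glo luminescence.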
TDP1 cell noCPT: qHTS for Inhibitors of human tyrosyl-DNA phosphodiesterase 1 (TDP1): qHTS in cells in absence of CPT; DT40 Tdp1-/- hTDP1 cells, no CPT, ATP luminescence, 48 h; Potency, µM (series often up to 46.2 µM), for inactives: at the top dose activity change, negative = growth inhibition, usual class: inhibitors; 15% of 420,000 active; also: nearly all actives have a fitted effect of over 55% in size
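Readout: luminescence from CellTiter-Glo after 30 min in the dark at RT. Cells: DT40 Tdp1-/- with stable hTDP1, 400/well. Exposure: compounds alone, ≥48 hr, 37 °C.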
KAT2A inh: inhibitors of human GCN5L2 histone acetyltransferase; Q92830; GCN5L2 HAT assay, ThioGlo1 CoA-SH fluorescence; Potency, µM (series often up to 58.9 µM), for the others: at the top dose activity change, negative = inhibition, most hits filed as inhibitors; 0.21% of 390,000 active; AID 504327
Target sequence (Q92830 whole entry, looked up): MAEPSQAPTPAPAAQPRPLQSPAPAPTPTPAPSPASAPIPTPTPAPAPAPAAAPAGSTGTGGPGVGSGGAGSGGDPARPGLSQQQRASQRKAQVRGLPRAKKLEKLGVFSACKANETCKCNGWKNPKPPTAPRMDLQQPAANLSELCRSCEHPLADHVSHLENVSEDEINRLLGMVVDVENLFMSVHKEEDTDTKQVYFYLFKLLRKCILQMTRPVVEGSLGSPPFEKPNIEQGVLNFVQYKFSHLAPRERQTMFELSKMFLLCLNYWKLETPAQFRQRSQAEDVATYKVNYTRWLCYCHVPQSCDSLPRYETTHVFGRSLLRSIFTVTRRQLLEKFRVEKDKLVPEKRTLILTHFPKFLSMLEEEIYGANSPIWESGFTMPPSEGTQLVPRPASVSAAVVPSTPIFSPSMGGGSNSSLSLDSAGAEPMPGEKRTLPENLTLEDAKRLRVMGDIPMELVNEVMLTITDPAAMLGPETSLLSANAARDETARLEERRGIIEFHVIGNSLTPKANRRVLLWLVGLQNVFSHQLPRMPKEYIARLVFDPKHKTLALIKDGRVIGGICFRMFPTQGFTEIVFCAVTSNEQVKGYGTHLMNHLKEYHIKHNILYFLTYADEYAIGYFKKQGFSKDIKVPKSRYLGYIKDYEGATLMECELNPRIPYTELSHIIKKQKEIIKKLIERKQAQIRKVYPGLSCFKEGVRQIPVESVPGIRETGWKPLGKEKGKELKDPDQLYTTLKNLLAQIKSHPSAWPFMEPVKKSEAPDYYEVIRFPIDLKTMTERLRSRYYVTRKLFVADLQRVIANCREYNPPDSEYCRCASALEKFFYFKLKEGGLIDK
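Compounds, pin-transferred from DMSO stocks, meet 20nM GCN5L2 for 15 min before the reaction begins with H3(1-25) peptide (75uM) and acetyl-CoA (70uM). Thiol-reactive ThioGlo1 reports CoA release over 20 min at room temperature.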
The depositor's hits bear a star; ? = inconclusive; · = no result given; & = joins results of further samples; [ ] = remark or other dose. Calls follow the shape of the dose curve; as a rule, active = well fitted curve in the direction sought with a large enough effect; inconclusive = small, poorly fitted or top-dose-only effect, or another doubt; inactive = no such curve, though single readings can be large; an effect the other way counts as inactive or inconclusive. % is scaled to controls: 0 for no effect and ±100 for the full control effect; potency is read from the fitted curve at half-maximal effect. Some of the compounds tested. The share of hits here may be higher or lower than overall.

#1 O=C(NCc1ccc(Cl)cc1)c1ccc(CNc2c(N3CCOCC3)c(=O)c2=O)cc1
#2 S=c1[nH]nc(-c2ccc(Cl)cc2)n1-c1ccc2c(c1)OCCO2
#3 OC[C@@H]1CN(Cc2ccncc2)C[C@H](n2cnc3c(N4CCCC4)ncnc32)O1
#4 CC(C)c1ccc(NC2CCCN(C(=O)c3cc(C(C)C)nc(N)n3)C2)cc1 (stereo unspecified)
#5 CCn1c(-c2ccccc2F)nc2cc(NC(C)=O)cc(C(=O)NC(c3ccccn3)C(F)(F)F)c21 (stereo unspecified)
#6 CC(C)(C)c1cc(N)on1
#7 Cc1ccc(S(=O)(=O)N(CC(=O)NC2CCCC2)c2cccc(C)c2)cc1
#8 COCCNC(=O)C(c1ccc(C)o1)N(Cc1cccs1)C(=O)c1snc(C(N)=O)c1N (stereo unspecified)
#9 COc1ccc(NC(=O)CN2C(=O)C(c3ccccc3)=NC23CCCCCC3)cc1OC
#10 CC(=O)NS(=O)(=O)c1ccc(NC(=O)C2C3C=CC(C3)C2C(=O)O)cc1 (stereo unspecified)

Compound,1,2,3,4,5,6,7,8,9,10
KAT2A inh,-3%,-3%,·,-3%,·,-1%,0%,-18%,-10%,0%
TDP1 cell noCPT,-8%,?,?,0%,?,5%,?,?,18µM*,0%
DT40 TDP1 CPT,-14%,?,?,-2%,-4%[9.04 µM],3%,-13%,-20%,?,-25%

Quoted from above: entries 1–3
#1 O=C(NCc1ccc(Cl)cc1)c1ccc(CNc2c(N3CCOCC3)c(=O)c2=O)cc1
#2 S=c1[nH]nc(-c2ccc(Cl)cc2)n1-c1ccc2c(c1)OCCO2
#3 OC[C@@H]1CN(Cc2ccncc2)C[C@H](n2cnc3c(N4CCCC4)ncnc32)O1

Compound,1,2,3
KAT2A inh,-3%,-3%,·
TDP1 cell noCPT,-8%,?,?
DT40 TDP1 CPT,-14%,?,?

(more compounds)
#11 Cn1c(=O)[nH]c(=O)c2c1nc(N1CCC(Cc3ccccc3)CC1)n2Cc1ccccc1
#12 CSCCC(=O)N1C(C)CCCC1C(=O)O (stereo unspecified)
#13 COc1ccc(OCC(O)CNS(=O)(=O)c2ccc(C)cc2)cc1 (stereo unspecified)
#14 CNCCOCC(O)CSc1ccccc1 (stereo unspecified)
#15 Cc1ccc(C)c(CN2CCN(c3ncccn3)CC2)c1
#16 CCOC(=O)COc1nc(-c2ccco2)cc(-c2ccco2)c1C#N
#17 CCSCCOC(=O)C1=C(C)NC(=O)NC1c1cc(OC)ccc1OC (stereo unspecified)
#18 COc1ccc2c(CC(=O)OCC(=O)c3ccccc3OC)coc2c1
#19 CCOCCCNC(=O)C1CCCCN1S(=O)(=O)c1ccc(F)cc1 (stereo unspecified)
#20 CC(C)[C@H](CN1CCC[C@H]1CN1C(N)=NC[C@@H]1Cc1ccccc1)N1C[C@@H](Cc2ccccc2)N(CCc2ccc(Cl)c(Cl)c2)C1=N

Compound,11,12,13,14,15,16,17,18,19,20
KAT2A inh,-3%,-4%,-6%,-1%,-7%,-29%,1%,-4%,-6%,-1%
TDP1 cell noCPT,?,-1%,?,-3%,-15%,-4%,-13%,-1%,-16%,?
DT40 TDP1 CPT,?,11%,-25%,0%,20%,15%,-12%,-13%,-6%,9.2µM*

Full records from above.
`CCOCCCNC(=O)C1CCCCN1S(=O)(=O)c1ccc(F)cc1` (stereo unspecified) across the screens: KAT2A inh = -6%; TDP1 cell noCPT = -16%; DT40 TDP1 CPT = -6%
`CCOC(=O)COc1nc(-c2ccco2)cc(-c2ccco2)c1C#N` across the screens: KAT2A inh = -29%; TDP1 cell noCPT = -4%; DT40 TDP1 CPT = 15%

Further records.
#21 Cc1cc(NC(=O)CN2CCC(O)CC2)nc2c1c(=O)oc1ccccc12
#22 CCOc1cc(N2CCOCC2)c(OCC)cc1NC(=O)CSc1nccc(C)n1
#23 O=S(=O)(CCSc1ccccn1)c1nc2ccccc2s1
#24 O=C(/C=C/c1c(F)cccc1Cl)Nc1nn[nH]n1
#25 O=C(Nc1cccc(F)c1)c1ccc(Cn2cc([N+](=O)[O-])cn2)o1
#26 Cc1ccc(NC(=S)N/N=C/c2cccn2Cc2ccccc2F)cc1
#27 Cc1ccc(C(=O)C2=C(O)C(=O)N(CCCN(C)C)C23C(=O)N(C)c2ccccc23)o1 (stereo unspecified)
#28 Cc1cccc(NC(=O)CSc2nc3c(c(=O)[nH]2)CCC3)c1C
#29 O=[N+]([O-])c1ccc(CSc2nnc(-c3cnccn3)o2)cc1
#30 CC(=O)N1CCN(CCN=CC2=C(O)CC(c3cccs3)CC2=O)CC1 (stereo unspecified)

Compound,21,22,23,24,25,26,27,28,29,30
KAT2A inh,-2%,-7%,-4%,-11%,-6%,17%,-8%,-1%,-6%,-4%
TDP1 cell noCPT,?,?,5.2µM*,1%,-28%,3.7µM*,4%,-22%,-14%,-17%
DT40 TDP1 CPT,?,-27%,2.3µM*,10%,-16%,4.6µM*,2%,5%,1%,-8%

Brought forward from above: 2 entries, then new ones.
#29 O=[N+]([O-])c1ccc(CSc2nnc(-c3cnccn3)o2)cc1
#30 CC(=O)N1CCN(CCN=CC2=C(O)CC(c3cccs3)CC2=O)CC1 (stereo unspecified)
#31 COc1ccc(NC(=O)c2cc3cc(C)ccc3n2C)c(OC)c1
#32 Cc1ccc(-c2nnc(-c3cccnc3)o2)cc1
#33 CN(CC(=O)Nc1ccccc1Cl)C(=O)COC(=O)CN1C(=O)NC2(CCCC2)C1=O
#34 CCCC(c1c(C)n(C)n(-c2ccccc2)c1=O)c1c(C)n(C)n(-c2ccccc2)c1=O
#35 COc1ccc(C(=O)N2CCN(C(=O)C3COc4ccccc4O3)CC2)cc1OC (stereo unspecified)
#36 Clc1ccc(CSc2nnc3c(n2)[nH]c2ccccc23)cc1
#37 CC(C)CC1C(C#N)=C(N)Oc2n[nH]c(-c3cccs3)c21 (stereo unspecified)
#38 COc1ccc(CCNC(=O)CCc2ccc(S(=O)(=O)NCC(C)C)cc2)cc1
#39 COC(=O)C1(Cc2cc(-c3ccc(OC)cc3OC)no2)CCN(C(=O)OC(C)(C)C)CC1
#40 CC(C)[N+]1(C)[C@@H]2CC[C@H]1CC(OC(=O)C(CO)c1ccccc1)C2 (stereo partly specified)

Compound,29,30,31,32,33,34,35,36,37,38,39,40
KAT2A inh,-6%,-4%,7%,-10%,1%,0%,0%,-1%,-6%,-12%,-9%,2%&-2%&-8%
TDP1 cell noCPT,-14%,-17%,?,6%,-4%,-101%,4%,?,-24%,?,21µM*,2%&-10%&-7%&14%&5%
DT40 TDP1 CPT,1%,-8%,-4%,-20%,-23%,-100%,-8%,-25%,?,0%,?,3%&2%&-21%&1%&17%

#41 Cc1ccc(NC(=O)c2ccc(S(=O)(=O)N3CC(C)CC(C)C3)cc2)cc1S(=O)(=O)N1CCOCC1 (stereo unspecified)
#42 COc1ccc(C(O)c2nc(-c3cccc(C(C)C)c3)cs2)cc1 (stereo unspecified)
#43 CCCc1cc(=O)oc2cc(C)cc(OCC(=O)N[C@@H](CSCc3ccccc3)C(=O)O)c12
#44 CCOc1cc(-c2ccc(OC(=O)c3ccc(Cl)cc3)c(OC)c2)cc(=O)c2c(C)oc(C)c12
#45 CC(C)Oc1ccc(N2CC(C(=O)Nc3ccc(N4CCOCC4)cc3)CC2=O)cc1 (stereo unspecified)
#46 CC(=O)Nc1c([N+](=O)[O-])cc(C)c(Cl)c1[N+](=O)[O-]
#47 COCCCn1c(C(C)C)nc2oc3cc(OC)ccc3c(=O)c2c1=O
#48 COc1ccc(CN2CC(C(=O)NCC3CCCO3)CC2=O)cc1 (stereo unspecified)
#49 CC(C)c1ccc(S(=O)(=O)/N=C2/C=C(Sc3ncn[nH]3)C(=O)c3ccccc32)cc1
#50 O=C(c1n[nH]c2ccccc12)N1CCN(S(=O)(=O)c2ccc3ccccc3c2)CC1

Compound,41,42,43,44,45,46,47,48,49,50
KAT2A inh,·,·,-16%,-9%,-13%,3%,-7%,-6%[0.501 µM],?,-14%
TDP1 cell noCPT,7.3µM*,?,-2%,5.2µM*,?,-23%,-5%,-2%,3.3µM*,-26%
DT40 TDP1 CPT,16µM*,-13%,-10%,4.6µM*,?,32%[activator],-24%,3%,2.6µM*,?

#51 N#C/C(=C\c1ccc(N2CCCCC2)o1)C(N)=O
#52 COCCCn1c(=O)c2sccc2n2c(CCCC(=O)NCc3ccccc3)nnc12
#53 CN1C(=O)CC(NNC(=O)c2ccccc2)C1=O (stereo unspecified)
#54 Cc1ccccc1CSCCNC(=O)CCSc1ccccc1
#55 CCn1cc(CN2CCC(C(=O)Nc3cccc(-c4cccc(OC)c4)c3)CC2)c(C)n1
#56 COc1ccccc1C(=O)NC(CCSC)C(=O)NNC(=O)c1ccc(F)cc1 (stereo unspecified)
#57 CC(C)c1ccc(NC(=O)CSC2=Nc3ccccc3C3=NC(CC(=O)NC4CCCCC4)C(=O)N23)cc1 (stereo unspecified)
#58 NC(=O)Nc1ccc(Oc2c(F)c(F)c(F)c(F)c2F)cc1
#59 O=c1[nH]c2cc3c(cc2cc1C(c1nnnn1CC1CCCO1)N1CCCC1)OCO3 (stereo unspecified)
#60 CCSc1nc2ccc(N3C(=O)C4C5C=CC(C5)C4C3=O)cc2s1 (stereo unspecified)

Compound,51,52,53,54,55,56,57,58,59,60
KAT2A inh,2%,-16%,-1%,0%,3%,-1%,-5%,-18%,-7%,-2%
TDP1 cell noCPT,-16%,1%,-21%,?,-5%,-23%,21µM*,-18%,-15%,?
DT40 TDP1 CPT,-1%,-9%,-2%,-21%,-3%,-28%,21µM*,-23%,-7%,?

#61 O=C(CCNC(=O)c1ccc([N+](=O)[O-])cc1)NCc1cccs1
#62 CCCN(Cc1nc2cc(Cl)ccc2c(=O)[nH]1)C(=O)c1ccc(S(=O)(=O)N2CCCC2)cc1
#63 Cn1c(=O)c2ccccc2n(Cc2cccc(F)c2)c1=O
#64 COc1ccccc1-c1c(C(F)(F)F)oc2c(CN3CCCCC3C)c(O)ccc2c1=O (stereo unspecified)
#65 Cc1cc(S(=O)(=O)N2CCOCC2)ccc1OCC(=O)N1CCCCC1
#66 Cc1cc(C(=O)NCc2ccccc2Cl)c2c(C)nn(-c3cccc(F)c3)c2n1
#67 CN(Cc1cccc(Cl)c1)C(=O)C1CCC(=O)N(C2CC2)C1 (stereo unspecified)
#68 CCCCCn1c(=O)[nH]c2cc(C(=O)N3CCN(c4cccc(C(F)(F)F)c4)CC3)ccc2c1=O
#69 Cc1ccc(-c2nn3c(-c4ccccc4C)nnc3c3ccccc23)cc1
#70 Cc1ccc(NC(=O)CN(C)C(=O)c2cccc(-n3cccc3)c2)cc1
#71 O=C(CN1C(=O)NC2(CCCCCCC2)C1=O)NC(=O)NCc1ccco1
#72 Cc1nc2cc(NS(=O)(=O)c3ccccc3F)ccc2s1
#73 Cc1ccc(-c2nc(CN(C)C3CCOC3)c(C)o2)s1 (stereo unspecified)

Compound,61,62,63,64,65,66,67,68,69,70,71,72,73
KAT2A inh,0%,-5%,-24%,-14%,-2%,-9%,-2%,-2%,3%,?,-2%,-3%,4%
TDP1 cell noCPT,-9%,21µM*,?,-30%,-18%,21µM*,-18%,7.3µM*,18µM*,-4%,-11%,-15%,8%
DT40 TDP1 CPT,0%,?,?,?,-8%,?,0%,10µM*,?,15%,-3%,-29%,2%
